Screening data deposited in PubChem BioAssay by several laboratories.
Mtb RmlCD inh: blocks M. tuberculosis RmlC and RmlD coupled enzymes; RmlC+RmlD coupled enzyme assay, percent inhibition; primary screen in compound mixtures; inhibition, % at 3.6 µM; 0.03% of 160,000 active; AID 1533; in the data active means inhibition mostly above about 34%, no sharp cut-off; inconclusive means no clear call, values can overlap the other calls; inactive means mostly below about 22%; further: some results filed as inactive read as strong as hits
Target sequence (P9WH09 whole entry, looked up): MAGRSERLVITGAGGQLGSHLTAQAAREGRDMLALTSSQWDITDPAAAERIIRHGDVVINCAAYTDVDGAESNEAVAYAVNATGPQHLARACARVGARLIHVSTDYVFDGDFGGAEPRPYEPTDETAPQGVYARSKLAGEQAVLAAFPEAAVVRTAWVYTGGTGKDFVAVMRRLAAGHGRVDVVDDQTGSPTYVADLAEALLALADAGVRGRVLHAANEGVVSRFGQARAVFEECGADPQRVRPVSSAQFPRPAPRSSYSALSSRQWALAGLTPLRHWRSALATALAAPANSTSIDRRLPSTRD
Target sequence (P9WH11 whole entry, looked up): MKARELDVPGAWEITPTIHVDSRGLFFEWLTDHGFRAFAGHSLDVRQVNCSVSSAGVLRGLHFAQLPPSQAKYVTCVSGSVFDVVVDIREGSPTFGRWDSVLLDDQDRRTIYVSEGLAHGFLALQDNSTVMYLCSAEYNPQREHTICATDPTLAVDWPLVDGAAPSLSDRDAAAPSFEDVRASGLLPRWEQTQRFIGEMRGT
M. tuberculosis GlmU: inhibition of mycobacterial GlmU enzyme – biochemical, glucosamine-1-phosphate acetyltransferase (AID 1376); M. tuberculosis GlmU acetyltransferase enzyme assay; higher % means a stronger effect; one-dose inhibition, %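 (tested at 30 µM in the primary screen)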; IC50 in µM for titrated hits; 0.25% of 220,000 active; in the data active means inhibition above about 13%; inconclusive means no clear call, values can overlap the other calls;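 further: 0% = complete reaction with vehicle and 100% = reaction without substrate; strong numbers were not always called active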
Active calls of the source: *; ? = inconclusive; · = no result given.

# | SMILES | Mtb RmlCD inh | M. tuberculosis GlmU
1 | COc1ccc(CN(CC(=O)NCC2CCCO2)C(=O)CCC(=O)Nc2cc(C)on2)cc1 (stereo not given) | · | 3.7%
2 | O=C(NCc1ccco1)c1ccc(N2CCCCC2)c([N+](=O)[O-])c1 | -10 | -1.4%
3 | COc1ccc(Br)cc1-c1noc(-c2ccccc2F)n1 | · | 2.1%
4 | Cc1ccc(NS(=O)(=O)c2cccc([N+](=O)[O-])c2)nc1 | -4 | -2.6%
5 | CC(C)CC(=O)N1CCN(c2ccc([N+](=O)[O-])cc2Cl)CC1 | 4 | 2.0%
6 | NNC(=O)c1[nH]c2ccc(Cl)cc2c1-c1ccccc1 | 18 | -1.1%
7 | CC(=O)N1C=Cc2c(c(C)c3c([nH]c4ccccc43)c2C)C1 | 6 | 0.5%
8 | CNC(=O)c1sc(-c2ccc(Cl)cc2)nc1C | 5 | -0.9%
9 | CCOc1ccc(N(CC(=O)Nc2ccc(C)c(C)c2)S(=O)(=O)c2c(C)[nH]c(=O)[nH]c2=O)cc1 | 10 | -2.7%
10 | Cc1c(C#N)c(O)n(CCO)c(=O)c1N=Nc1ccc2c(c1)COC2=O | -3 | -4.6%
11 | CC1CCCN(Cc2nc3c(c(=O)n(C)c(=O)n3C)n2CCCc2ccccc2)C1 (stereo not given) | 7 | 0.3%
12 | COc1cccc(NC(=O)c2ccc3snnc3c2)c1 | · | 0.5%

The list goes on; the last 2 above are carried over.
# | SMILES | Mtb RmlCD inh | M. tuberculosis GlmU
11 | CC1CCCN(Cc2nc3c(c(=O)n(C)c(=O)n3C)n2CCCc2ccccc2)C1 (stereo not given) | 7 | 0.3%
12 | COc1cccc(NC(=O)c2ccc3snnc3c2)c1 | · | 0.5%
13 | COC(=O)CC(NC(=O)c1cccs1)c1ccc(OC)c(OC)c1 (stereo not given) | 7 | 8.9%
14 | CCOC(=O)/C(C#N)=C/c1cn(CCC(=O)O)nc1-c1ccc(Br)cc1 | -10 | -2.2%
15 | O=C(NCCCn1ccnc1)c1nn2c(C(F)(F)F)cc(-c3ccccc3)nc2c1Cl | 3 | -3.7%
16 | CCCCCn1c(=O)c(C(=O)Nc2c(C)n(C)n(-c3ccccc3)c2=O)c(O)c2ccccc21 | -2 | -2.3%
17 | Cc1c(-c2ccccc2)oc2c(C(=O)N3CCN(c4ccc([N+](=O)[O-])cc4)CC3)cccc2c1=O | 13 | -2.3%
18 | Cc1nn(-c2cccc([N+](=O)[O-])c2)c(N)c1-c1ccccc1 | 15 | 1.5%
19 | N#Cc1cc([N+](=O)[O-])ccc1N1CCCC1 | 1 | 6.3%
20 | CCOC(=O)c1sc2ccccc2c1OC(=O)c1ccc(C)cc1 | 0 | 1.9%
21 | O=C(CSc1ccc(F)cc1)NC1CCCCC1 | 3 | 1.6%
22 | COc1ccc(-c2n[nH]c(=S)n2CC(C)C)cc1 | 10 | -0.9%
23 | O=c1c(Cl)c(N2CCOCC2)cnn1-c1nc2ccccc2[nH]1 | 16 | 1.5%
24 | Cc1noc(C)c1S(=O)(=O)N1CCCC(C(=O)NCc2ccccn2)C1 (stereo not given) | · | 5.2%

Profiles as entered above. Order of values: Mtb RmlCD inh | M. tuberculosis GlmU
Record of O=c1c(Cl)c(N2CCOCC2)cnn1-c1nc2ccccc2[nH]1 = 16 | 1.5%
Record of Cc1nn(-c2cccc([N+](=O)[O-])c2)c(N)c1-c1ccccc1 = 15 | 1.5%

Further structures follow.
# | SMILES | Mtb RmlCD inh | M. tuberculosis GlmU
25 | COc1ccccc1CC(=O)NC1CCC(C)CC1 (stereo not given) | 6 | 1.1%
26 | O=C(N/N=C/c1cccc2cccnc12)[C@H]1C[C@@H]1c1ccccc1 | · | -1.8%
27 | Cc1ccc(C(=O)c2c[nH]cc2-c2ccccc2)cc1 | · | -2.0%
28 | CC(C(=O)Nc1cc([N+](=O)[O-])ccc1Cl)N1CCN(c2ccccc2O)CC1 (stereo not given) | 29 | -3.7%
29 | Cc1cc(C)c(OCC(=O)Nc2ccc3c(c2)OCO3)cc1C | 7 | -1.5%
30 | N#Cc1c(-c2ccccc2)ccnc1N1CCOCC1 | 4 | -7.0%
31 | Cc1nc2c(cnn2-c2ccc(Cl)cc2)c(=O)n1-c1ccc(N2CCC(C)CC2)cc1 | -3 | ·
32 | O=C(CN(C(=O)CNS(=O)(=O)c1ccccc1)C1CCCC1)NCC1CCCO1 (stereo not given) | -6 | 2.1%
33 | CCOc1ccc(C(=O)NCC(=O)OCC(=O)Nc2ccccc2OCC)cc1 | -8 | -6.7%
34 | O=[N+]([O-])c1ccc(N=NN(CCO)CCO)cc1 | 5 | 1.4%
35 | c1csc(CNc2nc3ccccc3n2CCN2CCOCC2)c1 | 19 | -5.4%
36 | COc1cccc(C(=O)NNC(=O)C(=O)N2CCCCC2)c1 | · | 2.2%
37 | COc1ccc(N2CCN(Cc3nc4c(c(=O)n(C)c(=O)n4C)n3Cc3cccc(C)c3)CC2)cc1 | ? | ·
38 | CCOc1cc(NC(=S)NCc2ccco2)c(OCC)cc1NC(=O)C1CC1 | · | 2.2%
39 | COc1ccc(NC(=O)c2oc3ccccc3c2NC(=O)c2ccc3c(c2)OCO3)cc1 | 9 | 1.1%
40 | N/C(=N\OC(=O)N1CCOCC1)c1ccc(Br)cc1 | 2 | -1.4%
41 | COc1ccc(OCC(=O)N(Cc2ccco2)C2CCS(=O)(=O)C2)cc1 (stereo not given) | · | 0.4%
42 | CC(NC(=O)COC(=O)C1=COCCO1)C12CC3CC(CC(C3)C1)C2 (stereo not given) | 17 | -8.5%
43 | O=C(N/N=C/C=C\c1ccccc1[N+](=O)[O-])c1cccnc1 | 12 | 3.0%
44 | CC(C)N(C(=O)CSc1nc2c([nH]1)c(=O)n(C)c(=O)n2C)c1ccccc1 | 9 | 8.8%
45 | CCCN(CC(=O)c1cc(C)n(C)c1C)S(=O)(=O)c1cccc(C(F)(F)F)c1 | · | 4.7%
46 | Cc1nc2ccccc2nc1OCc1cccc([N+](=O)[O-])c1 | -10 | 0.0%
47 | COc1ccc(OCC(O)CNC(=O)c2cccs2)cc1 (stereo not given) | · | 3.0%
48 | CCCN(C#N)c1nc(NCC)nc(NC(C)C)n1 | 13 | -6.2%
49 | COc1cc(/C=C/C(=O)O)cc(S(=O)(=O)N(C)CCO)c1OC | · | 0.4%
50 | Cc1cc(/C=N\O)c(C)n1-c1ccncc1 | 4 | ·
51 | CSc1ccccc1NC(=O)CN(C)S(=O)(=O)c1ccc(F)cc1 | -4 | 4.0%
52 | O=C1CC(Sc2ccc(Cl)cc2)C(=O)N1c1ccc2c(c1)OCCO2 (stereo not given) | 7 | -3.0%
53 | CCOC(=O)C1=C(C)NC2=C(C(=O)CCC2)C1c1ccc(N(C)C)cc1 (stereo not given) | 9 | 0.1%
54 | COc1ccccc1N1CCN(S(=O)(=O)c2cccc(F)c2)CC1 | 16 | 5.3%
55 | CCOCc1nnc(NC(=O)CSc2ccccc2)s1 | · | 0.0%
56 | CCOC(=O)N1CCN(C(=O)c2ccc3c(=O)n(CCC4=CCCCC4)c(=O)[nH]c3c2)CC1 | -7 | 3.8%
57 | Cc1cc(C(=O)OC(C(=O)Nc2ccc(C)c(Cl)c2)c2ccccc2)c(C)o1 (stereo not given) | -3 | -5.7%
58 | O=S(=O)(c1cccc(-c2n[nH]c(=S)n2Cc2ccccc2)c1)N1CCOCC1 | · | -4.2%
59 | O=c1cc(-c2ccccc2)nc2nc(-c3ccco3)[nH]n12 | · | 5.1%
60 | CN/C(=C/[N+](=O)[O-])NCCSCc1ccc(CN(C)C)o1 | · | -10%

5 entries from above, set out differently:
[54] COc1ccccc1N1CCN(S(=O)(=O)c2cccc(F)c2)CC1
[55] CCOCc1nnc(NC(=O)CSc2ccccc2)s1
[56] CCOC(=O)N1CCN(C(=O)c2ccc3c(=O)n(CCC4=CCCCC4)c(=O)[nH]c3c2)CC1
[57] Cc1cc(C(=O)OC(C(=O)Nc2ccc(C)c(Cl)c2)c2ccccc2)c(C)o1 (stereo not given)
[58] O=S(=O)(c1cccc(-c2n[nH]c(=S)n2Cc2ccccc2)c1)N1CCOCC1
screen / no. | 54 | 55 | 56 | 57 | 58
Mtb RmlCD inh | 16 | · | -7 | -3 | ·
M. tuberculosis GlmU | 5.3% | 0.0% | 3.8% | -5.7% | -4.2%

(more compounds)
# | SMILES | Mtb RmlCD inh | M. tuberculosis GlmU
61 | Nc1nc2n(n1)C(c1cccs1)CC(c1ccc(Br)cc1)N2 (stereo not given) | 7 | 0.1%
62 | O=C(CSc1nc2nc(-c3cccs3)cc(C(F)(F)F)c2c(=O)[nH]1)Nc1ccc(F)c(F)c1 | -8 | 3.5%
63 | COc1ccc(CNC(=O)Nc2ccc(C)c(C)c2)cc1 | 2 | -6.7%
64 | O=C(CCS(=O)(=O)c1ccc(Br)s1)Nc1ccccc1Br | -10 | 2.1%
65 | CC(C)(C)NC(=O)CSc1nnc(SCC(=O)NC(C)(C)C)s1 | 2 | 2.1%
66 | O=[N+]([O-])c1ccccc1CSc1nc2ccccc2o1 | · | 5.3%
67 | Cc1ccc(C(=O)N/C(=C\c2ccco2)C(=O)NCCCn2ccnc2)cc1 | · | 0.2%
68 | CCn1cc(C(=O)N2CC=C(c3ccccc3)CC2)c(=O)c2ccc(C)nc21 | 16 | 2.6%
69 | COc1cc(/C=N/NC(=O)c2ccc(CN(C)S(=O)(=O)c3ccc(C)cc3)cc2)ccc1O | 14 | -2.2%
70 | c1ccc(-c2cc(CSc3nc4ccccc4[nH]3)on2)cc1 | 19 | -1.1%
71 | Cc1ccc(S(=O)(=O)N(CCCO)Cc2cc3c(C)ccc(C)c3[nH]c2=O)cc1 | 10 | 4.9%

A portion of the library; the hit share may differ from the screen's.
